Compound activity as filed in PubChem BioAssay.
PI5P4Ka inh = inhibitors of human PI5P4K alpha | PI5P4Kalpha enzyme, ADP-Glo luminescence, 60 min; stronger effect = lower value | 1.2% of 330,000 active | AID 652105 | max response, % | P48426; active means max response of -50% or lower; inconclusive means between -30% and -50%; inactive means -30% or higher; further: value at the top dose of about 77 µM; on the % scale 0 is the no-effect control and ±100 the full control effect
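Luminescence from ADP-Glo served as readout of PI5P4Kalpha activity in a qHTS format. Reaction: enzyme, substrate, compound, ATP at 5 microM final, 60 min at RT.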
EPAC2 agonist = activates human EPAC2 exchange factor. Q8WZA2. Potency, µM (doses to about 154 µM), for the others: at the top dose activation, actives largely listed as activators. EPAC2 activation, biochemical qHTS; response scale: 100% = 6.5 mM cAMP response. 0.079% of 360,000 active. AID 720711; further: potency means the concentration at half of the fitted maximal effect; nearly all actives have a fitted effect of over 50% in size
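Nucleotide exchange monitored as fluorescence drop when BODIPY-GDP leaves Rap1B. Reaction: 100 nM EPAC2, 250 nM RAP1B-BODIPY-GDP, 50 uM GDP, room temperature, kinetic read over 30 min. Activity expressed relative to 6.5 mM cAMP.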
PLK1 PBD inh = inhibitors of human PLK1 polo-box domain binding. P53350. Plk1 PBD binding of FITC phosphopeptide, fluorescence polarization. Potency, µM, inactives show max response, negative = inhibition, hits mostly inhibitors. 2.8% of 360,000 active. AID 720504; further: potency means the concentration at half of the fitted maximal effect; series mostly up to about 57 µM; on the % scale 0 is the no-effect control and ±100 the full control effect; nearly all actives have a fitted effect of over 65% in size
WRN inhibitor = blocks human WRN helicase; 0.46% of 360,000 active; WRN helicase unwinding, fluorescent forked duplex, kinetic; Q14191; Potency, µM (series often up to 114 µM), for the others: top-dose activity change, negative = inhibition, actives largely listed as inhibitors; further: potency means the concentration at half of the fitted maximal effect; on the % scale 0 is the no-effect control and ±100 the full control effect; nearly all actives have a fitted effect of over 55% in size
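WRN at 20 nM final preincubated with compound 15 min at room temperature; reaction started with 100 nM fluorophore/quencher forked duplex oligonucleotide and 2 mM ATP final. Unwinding followed kinetically by red fluorescence (ex 525, em 598 nm).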
IL-2 act = activators of IL-2; 0.065% of 360,000 active; activation, % (series mostly up to about 46 µM); IL-2 activation reporter assay, cell-based qHTS; stimulated with anti-CD3/CD4/CD28 beads; in transgenic mouse T cells; in the data active means activation above about 50%; inconclusive means mostly about 30% to 49%; further: 0% is about no effect
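EGFP and DsRed fluorescence is measured by plate cytometry in unstimulated transgenic mouse T cells exposed to compound for 60 minutes, then stimulated 18 hours at 37 degrees C with anti-CD3/anti-CD4 beads plus anti-CD28.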
EPAC1 agonist = activates human EPAC1 exchange factor; Potency, µM (doses to about 154 µM), inactives show at the highest dose activation, hits mostly activators; 0.073% of 360,000 active; EPAC1 agonist qHTS, biochemical assay; response scale: 100% = response to 6.5 mM cAMP; O95398; AID 720707; further: potency means the concentration at half of the fitted maximal effect; nearly all actives have a fitted effect of over 60% in size
Target sequence (O95398 whole entry, looked up): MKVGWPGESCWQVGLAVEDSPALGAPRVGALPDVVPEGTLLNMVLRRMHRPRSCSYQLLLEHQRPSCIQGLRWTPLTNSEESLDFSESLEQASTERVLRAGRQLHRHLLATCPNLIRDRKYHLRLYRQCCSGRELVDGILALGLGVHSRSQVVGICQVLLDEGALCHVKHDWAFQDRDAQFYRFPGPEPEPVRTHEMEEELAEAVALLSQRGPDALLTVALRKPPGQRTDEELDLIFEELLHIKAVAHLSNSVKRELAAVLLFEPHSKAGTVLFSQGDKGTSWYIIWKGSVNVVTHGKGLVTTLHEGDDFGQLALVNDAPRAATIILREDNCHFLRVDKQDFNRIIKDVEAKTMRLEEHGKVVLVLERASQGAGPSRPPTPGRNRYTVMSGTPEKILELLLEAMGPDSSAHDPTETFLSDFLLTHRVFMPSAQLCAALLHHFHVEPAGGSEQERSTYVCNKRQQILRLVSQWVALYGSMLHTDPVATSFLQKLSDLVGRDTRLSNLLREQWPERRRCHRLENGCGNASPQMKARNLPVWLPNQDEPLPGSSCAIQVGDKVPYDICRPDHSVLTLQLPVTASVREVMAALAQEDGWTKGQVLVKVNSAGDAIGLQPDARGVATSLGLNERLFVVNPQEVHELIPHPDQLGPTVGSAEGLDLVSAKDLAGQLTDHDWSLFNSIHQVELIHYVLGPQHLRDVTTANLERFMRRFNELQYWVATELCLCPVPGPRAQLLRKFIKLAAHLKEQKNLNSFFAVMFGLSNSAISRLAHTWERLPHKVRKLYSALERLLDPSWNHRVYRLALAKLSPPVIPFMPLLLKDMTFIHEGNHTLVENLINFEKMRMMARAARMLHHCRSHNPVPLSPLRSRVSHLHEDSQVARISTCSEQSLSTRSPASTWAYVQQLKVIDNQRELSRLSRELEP
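Normalized to 6.5 mM cAMP, activity reflects EPAC1-catalysed release of BODIPY-GDP from Rap1B, followed kinetically over 30 min at 480 nm excitation, 540 nm emission. Reaction contained 100 nM EPAC1, 250 nM Rap1B-BODIPY-GDP, 50 uM GDP.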
EPAC1 antagonist = EPAC1 (human) antagonism. 0.14% of 360,000 active. Potency, µM (titrated, usually from 115 µM), for the others: at the highest dose activity change, negative = inhibition, usual class: inhibitors. EPAC1 GEF assay, Rap1b-BODIPY-GDP exchange fluorescence. AID 720709;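 further: potency means the concentration at half of the fitted maximal effect; plate controls were vehicle for no effect and positive control for full effect; nearly all actives have a fitted effect of over 50% in size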
CCT modulator = changes cytosolic chaperonin activity; purified chaperonin ATPase assay, HTRF ADP detection, 30 min; activity change, % (no concentration beside the values), hits read low; 0.3% of 360,000 active; AID 651819; in the data active means activity change below about -30%; further: on the % scale 0 is the no-effect control and ±100 the full control effect
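Enzyme 40 or 20 nM (batch-dependent) in Tris pH 7.4/KCl/MgCl2/DTT; cpd 76 uM single point; ATP 10 uM; 30 min 37 °C; Transcreener ADP HTRF detection, 30 min RT; ratio 665/615.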
* hit, by the source's call; ? = inconclusive; · = no result given; [ ] = dose if it differs, or a comment. Unless noted, the call rests on the fitted dose curve; in most records, active means well fitted curve in the direction sought with a large enough effect; inconclusive means small, poorly fitted or top-dose-only effect, or another doubt; inactive means no such curve, though single readings can be large; an effect the other way counts as inactive or inconclusive. These rows are one share of the data; count on the stated rates, not on these rows.

smiles,PI5P4Ka inh,EPAC2 agonist,PLK1 PBD inh,WRN inhibitor,IL-2 act,EPAC1 agonist,EPAC1 antagonist,CCT modulator
CCOC(=O)c1sc(NC(=O)CSc2nccn2C)nc1C,2,-5%,-6%,-32%,-0.2,1%,-8%,1.8
Cc1ccc(CN2CCN(/N=C/c3ccco3)CC2)c(C)c1,3,9%,-11%,-4%,-2.2,10%,3%,-4.2
O=C(Nc1ccc2c(c1)nc1n2CCOC1)c1ccco1,0,-3%,-4%,1%,0.4,2%,4%,1.0
Cc1cccc(N2CCN(C(=O)Cn3nc(C)n4cccc4c3=O)CC2C)c1 (stereo not drawn),-7,1%,-1%,0%,-1.3,-4%,-21%,-0.9
CCN(CC)/C(=N\S(=O)(=O)c1ccc(F)cc1)c1ccccc1,-6,18%,?,-4%,-4.1,10%,-19%,-3.8
CC1CCc2c(C(=O)Nc3ccc(OC(F)(F)F)cc3)csc2C1 (stereo not drawn),21,-21%,6%,-3%,0.0,-14%,-10%,1.0
O=C(O)CCn1c(SCc2cccc3ccccc23)nc2ccccc21,-30,3%,-13%,-10%,3.1,1%,4%,0.0
Cc1ccc(S(=O)(=O)N2C[C@@H]3[C@H]4CC[C@H](C4)[C@@H]3[C@@H](C)[C@@H]2c2ccco2)cc1,15,3%,6%,-11%,-0.2,9%,-10%,1.8
Cc1cc(C)cc(NC(=O)CN2CCc3ccccc3C2)c1,3,5%,-5%,0%[57.1 µM],-1.5,6%,-25%,-2.1
O=C(/C=C/c1c(Cl)cccc1Cl)N1CCN(c2ncccn2)CC1,-5,4%,-14%,-35%,-0.1,14%,-13%,-4.6
COc1ccc(-c2cc(C(=O)N3CCCCC3)c3ccccc3n2)cc1,4,6%,-14%,-30%,-0.5,4%,?,-0.6
COc1ccc(NC(=O)Cc2cccc3ccccc23)cc1,-1,3%,-5%,-5%,-1.0,10%,-5%,-1.5
CCn1c(C(=O)Nc2ccsc2C(=O)OC)cc2sc(Cl)cc21,4,4%,-7%,-2%,-2.1,-1%,-18%,-2.5
O=S(=O)(c1ccccc1)c1nc(-c2ccccc2)oc1N1CCCCC1,·,22%,-7%,-11%,-1.5,6%,-2%,0.6
COCCCn1c(SCC(=O)Nc2oc(C)c3c(C)n[nH]c(=O)c23)nc2ccccc2c1=O,-9,6%,-2%,9%,-4.0,-13%,-2%,-0.8
COc1ccc(/C=N/N(C)C2=NS(=O)(=O)c3ccccc32)cc1OC,-3,8%,-8%,-8%,-0.1,0%,0%,-1.8
CCc1ccc(C(C)NC(=S)NCc2ccc(F)cc2)cc1 (stereo not drawn),16,3%,-4%,-11%,2.0,6%,?,0.2
COC(=O)c1cccc(Nc2cc(C)nc(-c3ccccc3O)n2)c1,11,-17%,-6%,-21%,0.9,16%,-20%,-14
CCOC(=O)C(C)Sc1nnc(NC(=O)c2ccc(C)c([N+](=O)[O-])c2)s1 (stereo not drawn),4,-6%,-14%,-3%,0.0,2%,11%,-1.7
CCC(C)(C(=O)NC1CCCC1)N(Cc1cccs1)C(=O)Cc1cccs1 (stereo not drawn),-1,-6%,-12%,6%,-0.6,0%,-11%,-0.2
CN(C(=O)CSc1nc(N)cc(N)n1)C1CCS(=O)(=O)C1 (stereo not drawn),8,1%,-1%,5%,0.6,-2%,5%,-1.8
N=c1c(C(=O)NC2CCCC2)cc2c(=O)n3ccccc3nc2n1C1CCCC1,8,5%,-7%,-8%,5.5,0%,-2%,0.4
CCCOc1ccc(CCC(=O)O)cc1,-7,-1%,-4%,6%,0.4,0%,-2%,-0.2
Cc1ccc(N(C)S(=O)(=O)c2c(C)noc2/C=C/N(C)C)cc1,1,11%,-4%,-1%,0.7,-4%,-12%,0.4
CC1CCCCC12NC(=O)N(CC(=O)OCc1ccccc1Cl)C2=O (stereo not drawn),6,10%,-6%,-16%,-0.4,-29%,4%,-4.2
Cc1ccnc(SCc2cc(=O)c(OC(=O)c3cc([N+](=O)[O-])ccc3Cl)co2)n1,4,17%,24µM*,0%,-1.8,4%,9%,-4.1
O=S(=O)(c1cccc(COc2c(Cl)cccc2Cl)c1)N1CCOCC1,13,6%,2%,-7%,-6.8,12%,4%,0.5
COc1cccc(C2CC(c3c(-c4ccccc4)c4cc(Cl)ccc4[nH]c3=O)=NN2S(C)(=O)=O)c1OC (stereo not drawn),0,-1%[15.6 µM],0%,-1%,-0.7,11%,-4%,-20
CSc1nc(C)nc(C2CC2)c1C#N,4,5%,-3%,-21%,-0.8,5%,14%,-1.0
COc1cccc(/C=C/C(=O)OCC(=O)NC(=O)NC2CCCCC2)c1,3,14%,-10%,-6%,-0.2,17%,-5%,0.6
Cc1cccc(NC(=O)c2cccs2)n1,0,4%,0%,-2%,0.0,-7%,5%,0.9
CCCc1nnc(NC(=O)CCC(=O)N2CCN(c3ccccn3)CC2)s1,·,9%,-1%,-13%,-1.6,-8%,10%,2.0
Cc1noc(C)c1C(=O)OC(C)C(=O)Nc1ccc(S(=O)(=O)NC(C)C)cc1 (stereo not drawn),11,-1%,2%,-20%,0.3,0%,6%,-12
CCN(CC)CCCNC(=O)c1[nH]c2ccccc2c1Sc1ccc(Cl)cc1,-5,1%,-7%,-5%,-5.0,4%,-5%,-1.9
COc1ccc(N2CC(C(=O)NCCc3c[nH]c4ccccc34)CC2=O)cc1 (stereo not drawn),4,-4%,1%,-5%,-1.1,-11%,15%,2.1
COc1ccc(OCCOc2ccc(N(C)S(=O)(=O)c3ccccc3)cc2)cc1,2,10%,-14%,-8%,-0.5,11%,-2%,-1.1
O=C(CC1(O)C(=O)Nc2ccccc21)c1ccc(-n2cnnn2)cc1 (stereo not drawn),0,3%,3%,-4%,-0.5,-9%,-6%,1.2
CCOC(=O)C1=C(C)OC(N)=C(C#N)C1c1cccs1 (stereo not drawn),-1,7%,-12%,3%,3.0,-1%,-19%,-3.1
CC(C)(Oc1ccc(Cl)cc1)C(=O)NCc1ccncc1,2,5%,-8%,11%,-0.8,2%,2%,-0.3
CCc1c(C)nc(Nc2nc(C)c3cc(OC)ccc3n2)[nH]c1=O,-8,-5%,0%,-7%[57.1 µM],-2.4,-11%,-3%,-1.2
CCCCn1c(N)c(N(CCOC)C(=O)c2oc3ccc(Br)cc3c2C)c(=O)[nH]c1=O,?,-15%,0%,-6%,-4.2,0%,-11%,-2.5
CCCCCCSc1nnc2[nH]c(=O)cc(N)n12,-13,9%,-19%,-4%,0.2,4%,4%,-1.7
O=C1Nc2ccccc2C1=Nc1cccc(Cl)c1,0,2%,-10%,-5%,2.4,0%,-18%,-2.3
CC(C)CC(NC(=O)c1cccs1)c1nnc(SCc2ccc(Cl)c(Cl)c2)n1C (stereo not drawn),4,3%,-3%,-20%,1.5,-5%,-11%,0.1
COc1ccc(-c2csc(C(O)c3ccc(F)cc3)n2)cc1 (stereo not drawn),1,10%,-6%,-4%,-0.5,6%,-13%,-0.1
COc1cccc(C(=O)Nc2c3c(nn2-c2ccc(Cl)cc2)CS(=O)(=O)C3)c1OC,0,5%,-10%,-1%,-4.3,-9%,-6%,-1.4
CCOc1ccc(NC(=O)Cc2ccc(S(=O)(=O)N3CCCCC3)cc2)cc1OCC,1,-6%,4%,2%,-0.5,-15%,-8%,-1.1
Cc1cc(C)c(OCC(=O)OC(C)C(=O)N2CCc3ccccc32)c(C)c1 (stereo not drawn),0,5%,-1%,-32%,4.0,16%,-12%,-3.3
Cc1ccc(F)c(CNC(=O)C2CCC(=O)N(Cc3ccccn3)C2)c1F (stereo not drawn),-5,-2%,?,-1%,-3.2,2%,-1%,-0.6
CC(=O)Oc1cccc(N2C(=O)C3CC=C(Cl)CC3C2=O)c1 (stereo not drawn),-17,7%,-4%,1%,-0.2,4%,-3%,-2.0
COc1ccc(OC)c(S(=O)(=O)Nc2ccc(C)c(C)c2)c1,·,7%,5%,-6%,-0.6,-3%,-1%,-1.4
CCC1Nc2ncnc(N3CCN(c4ccccc4)CC3)c2N(Cc2ccc(Br)cc2)C1=O (stereo not drawn),-7,7%,-6%,1%,-0.2,8%,-10%,1.1
O=C(CSc1nnc(-c2cccnc2)n1Cc1ccco1)NCc1ccc2c(c1)OCO2,·,-3%,-3%,4%,2.1,-7%,6%,-3.4
COc1cc(/C=N/NC(=O)Cc2nnc(N)s2)cc(OC)c1OC,-2,5%,-1%,-1%,2.0,18%,-18%,1.5
Cc1ccc(/C=N/NC(=O)c2nn(C)cc2Cl)cc1,-4,-1%,6%,-22%[57.1 µM],0.1,12%,16%,1.2
c1ccc(CN2CCN(c3cnc4ccccc4n3)CC2)cc1,6,8%,-11%,-5%,1.2,-11%,-3%,-0.5
CC1(C)Cc2c(sc(/N=C/N3CCCC3)c2C#N)C(C)(C)N1,·,7%,-8%,0%,-0.7,11%,1%,-5.2
CCOC(=O)CSc1nnc2n(C3CCCCC3)c(=O)c3c4c(sc3n12)CCCC4,·,10%,3%,-1%,1.2,-2%,-3%,-2.4
CCC(C)[C@H](NC(=O)N1CCCC1)C(=O)O (stereo partly drawn),·,-4%,-2%,-3%,0.4,1%,4%,-1.4
O=c1cc(N2CCc3ccccc32)[nH]c(=O)n1-c1ccccc1Cl,-6,2%,-13%,-5%,0.8,-9%,7%,-5.6

Other structures
smiles,PI5P4Ka inh,EPAC2 agonist,PLK1 PBD inh,WRN inhibitor,IL-2 act,EPAC1 agonist,EPAC1 antagonist,CCT modulator
CC(C)C(c1nnnn1Cc1ccc2c(c1)OCO2)N1CCN(c2ccccc2)CC1 (stereo not drawn),4,-5%,-6%,0%,-0.9,0%,-16%,-0.1
O=C(O)CCc1[nH]c2ccccc2c1Sc1ccccc1,32,2%,-16%,6%,-2.4,-5%,-20%,1.0
COc1ccc(NC(=O)c2cc(Br)ccc2Cl)c(OC)c1,9,17%,-11%,28%,-0.5,13%,-3%,-3.0
Cn1c(-c2ccc(F)cc2)cnc1NCc1ccc(C#N)cc1,9,7%,-2%,-4%,0.1,2%,-18%,-1.6
